Screening results deposited in PubChem BioAssay by NCI.
Growth percent in the NCI-60 one-dose screen (48 h, 10 µM unless noted): 100 = growth as untreated, 0 = no growth, -100 = all killed.
T-47D – T-47D breast cancer. 79,000 compounds, 5% hits. AID 1794792
BT-549 – BT-549 breast cancer. 78,000 compounds, 4.4% hits. AID 1794793
SK-MEL-28 – SK-MEL-28 melanoma; 81,000 compounds, 4.1% hits
UACC-257 – UACC-257 melanoma; 78,000 compounds, 4.4% hits; AID 1794764
MALME-3M – MALME-3M melanoma; AID 1794766; 78,000 compounds, 5.8% hits
UACC-62 – UACC-62 melanoma; 81,000 compounds, 5.4% hits; AID 1794756
SK-MEL-2 – SK-MEL-2 melanoma. 77,000 compounds, 4.7% hits
HS 578T – HS 578T breast cancer. AID 1794788. 78,000 compounds, 4.1% hits
* = called active by the depositor; / = not tested or not shown; & = joins results of further samples. The calls were made as follows: active = growth percent below 10; inactive = the rest.

SMILES	T-47D	BT-549	SK-MEL-28	UACC-257	MALME-3M	UACC-62	SK-MEL-2	HS 578T
CCCCCCC1CCCCN1C(c1ccccc1)C(O)c1ccccc1 (centres undefined)	28	70	95	71	87	80	79	/
COc1cc(-c2c3cnn(C(C)C)c3nc3[nH]c(=O)n(C)c23)cc2c1OCO2	95	117	111	108	100	91	106	94
COc1ccc2[nH]c(=O)c(C=O)cc2c1	94	112	102	108	96	94	100	93
COc1cc(-c2nc(SCCC(C)C)nc(Nc3ccccc3Cl)c2C#N)cc(OC)c1OC	82	88	99	127	105	81	101	96
c1ccc(C2=NC(c3ccccc3)CC2)cc1 (centres undefined)	88	103	104	106	99	102	96	100
CCCCCCOC(=O)N1CCCCC1CCC (centres undefined)	99	/	120	98	108	92	112	133
COc1ccc2c(c1)CC[C@@H]1[C@@H]2CC[C@]2(C)C3C(=CC(COC(C)=O)C4C(=O)c5c(OC)cccc5C(=O)C43)C[C@@H]12 (some centres undefined)	73	96	106	93	78	85	86	92
O=[N+]([O-])c1ccc(/C=[N+](\[O-])CCO)o1	90	106	98	95	115	103	93	126
O=C(O)c1ccc(=O)[nH]n1	105	106	109	105	120	98	116	111
O=c1[nH]nc(Br)c(=O)n1C(c1ccccc1)c1ccccc1	99	91	92	84	79	77	109	101
COc1ccc(N2N=C(c3ccc4c(c3)OCCO4)CC2c2cccc(NC(=O)CCCNS(=O)(=O)c3ccc(F)cc3)c2)cc1 (centres undefined)	63	78	81	88	80	62	88	79
COC(=O)c1nc(N)nc(C(=O)OC)c1C(=O)c1ccccc1	106	124	107	123	105	101	105	107
Cc1cc(N2CCN(CCNc3ccnc4cc(Cl)ccc34)CC2)nc(-n2ccnc2)n1	75	81	84	83	97	87	90	78
COc1ccc(CN(C2CCS(=O)(=O)C2)S(=O)(=O)c2ncsc2-c2ccccc2)cc1 (centres undefined)	99	104	104	97	103	96	/	99
CCCCCCCCCC1OC(C)CC(C)(C)O1 (centres undefined)	108	/	120	102	103	117	/	107
COc1ccc(/C=C2\Oc3cc(OCCCCN4CCCC4)ccc3C2=O)cc1	88	82	107	97	110	90	99	91
CC1Cc2c(nc[nH]c2=O)N(C)c2ccccc21 (centres undefined)	82	93	105	106	118	101	103	98
O=c1[nH]c2cc([N+](=O)[O-])ccc2c2ccc([N+](=O)[O-])cc12	80	71	98	86	96	72	102	106
O=C1Nc2ccc(F)cc2/C1=N/N=C/c1ccccc1F	67	96	112	93	69	82	103	100
Clc1cn2cc(-c3cccs3)nc2s1	87	95	115	103	131	84	96	91
O=C(Nc1ccc(-c2n[nH]c(=S)n2/N=C/c2ccc(Br)cc2)cc1)c1cccnc1	102	107	116	107	110	102	120	107
c1cnc(NCCSSCCNc2ncccn2)nc1	96&99	100&94	105&102	100&102	95&102	99&107	105&120	108&102
O=C(O)c1ccccc1C(=O)c1ccc2c(c1)CCC2	89	94	118	91	97	/	98	104
COc1ccc(-c2nc3ccccc3n3cccc23)cc1	107	95	111	109	127	88	111	111
COc1cc2nc(-c3ccc(Cl)cc3)cc(OCCN3CCC(O)CC3)c2cc1OC	94	75	105	99	104	99	107	89
COc1cc(-c2csc(NC(=O)c3ccc(N4CCOCC4)c(C(F)(F)F)c3)n2)cc(OC)c1OC	-5.8*	-7.5*	37	27	29	-6.3*	23	60
COc1ccc(Br)cc1OC	107	104	115	99	100	106	97	105
Cn1c2ccccc2c2nc3ccccc3c(Cl)c21	57	99	116	78	107	84	88	75
CC(=O)Oc1ccc(O)c(C(=O)O)c1	98	97	109	101	/	104	94	110
CCCC(=O)c1ccccc1	96	/	119	123	111	110	/	110
CC(C)N(C)/N=N/N(C)C(C)C	122	112	110	104	120	112	122	106
COC(=O)c1nc(C(C)(C)C)oc1N	88	95	100	96	109	93	107	98
COc1ccc(OC)c2nc3c(nc12)C(=O)c1ccccc1C3=O	86	89	115	/	69	97	93	89
COc1ccc(C2=NN(C=O)C(c3ccc(Oc4nc5c(c(=O)n(C)c(=O)n5C)n4C)c(OC)c3)C2)cc1 (centres undefined)	76	97	98	-10*	102	89	100	90
O=C(O)c1ccc(-c2nn(-c3ccc(C(F)(F)F)cc3)cc2CNc2ccccc2)cc1	84	98	99	95	112	99	26	105
C=C1C(=O)O[C@H]2[C@H]1CC/C(CNC(=O)c1cc3ccccc3[nH]1)=C\CC[C@@]1(C)O[C@@H]21	-42*	-80*	-58*	-49*	-29*	-75*	-61*	43
CCOC(=O)c1ccc(C(Br)Br)cc1	105	110	109	99	110	104	113	95
O=C1c2cccc3cccc(c23)C(=O)N1C/C=C/c1ccc2c3c(cccc13)C(=O)N(CCO)C2=O	77	40	85	80	75	91	91	62
Cn1nc(NC(=O)Nc2cc(C(=O)O)n(C)n2)cc1C(=O)O	104	124	112	104	106	91	106	112
CC(Cc1ccccc1)NC(=O)CCNNC(=O)c1ccncc1 (centres undefined)	90	92	104	113	94	104	104	100
CCN1CCOC1c1ccc(Cl)cc1 (centres undefined)	102	79	121	110	108	117	101	99
N#C/C(=C\c1ccco1)c1cc2ccccc2[nH]1	/	83	117	96	103	89	97	97
O=C(Cc1ccccc1)Nc1cccc(-c2nc3ccccc3c(=O)[nH]2)c1	84	97	100	83	106	87	84	68
CC1=CC(=O)C(C(C)=Nc2ccccc2Cl)C(=O)O1 (centres undefined)	105	121	105	-17*	123	98	/	84
Clc1ccc2c(c1)-c1ccccc1C1=NCCN12	30	72	43	14	11	30	-0.6*	58
COc1cc2c(c(OC)c1OC)C(=O)CC(c1ccccc1)O2 (centres undefined)	82	102	103	97	99	79	90	85
COc1cc(C(=O)/C=C/c2c(-c3ccc(F)cc3)nc3sc(C)nn23)cc(OC)c1OC	76	52	96	87	/	/	37	67
CC(C)C(C(=O)NCCN1CCOCC1)N1C(=O)/C(=C/c2ccc(Br)cc2)SC1=S (centres undefined)	94	99	97	106	106	88	94	95
CS(=O)(=O)c1nccc(-c2c(-c3ccc(F)c(OCCc4ccccc4)c3)nc3sccn23)n1	-4.5*	104	57	-16*	119	84	/	113
COc1ccc([N+](=O)[O-])cn1	104	99	114	106	95	111	113	113
Continued:
SMILES	T-47D	BT-549	SK-MEL-28	UACC-257	MALME-3M	UACC-62	SK-MEL-2	HS 578T
Fc1cc(-c2nnc3n2NC(=Nc2ccc(Cl)cc2Cl)CS3)c(Cl)cc1Cl	75	35	99	93	83	75	83	96
CCn1cc(C(=O)O)c(=O)c2cc(F)c(N3CCN(CC(=O)Nc4ccc(S(=O)(=O)Nc5nccc(C)n5)cc4)C(C)C3)c(F)c21 (centres undefined)	99	132	107	114	111	94	119	100
CC1=C2[C@@H](CC1)[C@]1(C)O[C@@](C(C)C)(C[C@H]1OC(=O)CO)[C@H]2OC(=O)C1CC1c1ccccc1 (some centres undefined)	42	89	114	89	92	53	76	-2.9*
CC1(C)CCCOC1=O	83	110	116	105	109	103	92	104
O=C(CCl)Oc1ccc(-c2ccccc2)c(Br)c1	103	104	107	106	107	100	104	108
COc1ccc(/C=C2\Oc3cc4occc4c(OC)c3C2=O)cc1	77	100	122	77	126	102	133	122
CCCCCCCCCCCc1nc2ccccc2s1	110	128	108	106	93	92	107	100
C=C1C(=O)O[C@H]2[C@H]1CC/C(COC(=O)CCCCCCCC(=O)OC/C1=C/CC[C@@]3(C)O[C@H]3[C@H]3OC(=O)C(=C)[C@@H]3CC1)=C\CC[C@@]1(C)O[C@@H]21	-30*	25	21	58	-20*	-10*	60	9.6*
O=c1cc(O)cc2n1CCC2	88	101	113	111	106	104	103	102
Cc1c(Cc2c(C)n(C)n(-c3ccccc3)c2=O)c(=O)n(-c2ccccc2)n1C	107	110	112	80	110	95	103	103
CCCCCCCNc1nc(-c2ccc(C(F)(F)F)cc2)ncc1-c1ccc(C(F)(F)F)cc1	95	116	102	101	105	106	95	105
O=C(Nc1ccc(Cl)cc1)c1cccnc1Oc1ccc2c(c1)OCO2	82	92	109	100	110	85	100	/
CC(C)CC(C)(C[N+](=O)[O-])C[N+](=O)[O-]	117	114	106	101	108	100	116	107
COc1ccc2cc(-c3ccnc4c(N=Nc5ccc(Cl)cc5)c(N)nn34)ccc2c1	94	100	99	84	98	92	118	93
CC(=O)OC1CC2C3CCC4C[C@@H](NC(=O)C=C(C)C)CC[C@]4(C)C3CC[C@]2(C)[C@H]1C(C)N(C)C (some centres undefined)	-22*	23	-91*	-58*	-54*	-53*	5.9*	0.9*
Cc1ccc(N=NC(C#N)C#N)c(C)c1	97	91	101	108	105	100	99	106
CC(C)OCCc1cccc[n+]1[O-]	115	101	110	/	101	106	104	104
O=C(Nc1ccc(CN2CCc3nc4cc(O)c(O)cc4cc32)cc1)c1ccc(Cl)c(Cl)c1	89	101	97	103	93	97	105	102
O=c1[nH]n(C(=S)N/N=C/c2ccccc2O)c(=O)c2ccccc12	90	91	103	98	89	93	96	/
Cc1c(C(=O)Nc2nc3ccccc3s2)cnn1-c1ccccc1F	50	69	81	99	86	62	101	95
CC(CC=C(c1ccccc1)c1ccccc1)C1CCC2C3CCC4CC5CCC4(C)C3(O5)C(=O)CC12C (centres undefined)	96	107	112	98	92	108	99	114
COc1cc2cc3c(nc2cc1OC)CCN3Cc1ccc(NC(=O)c2ccc(Cl)c(Cl)c2)cc1	93	86	100	86	109	95	118	98
c1ccc(-c2ccc(-c3nc4ccccc4[nH]3)cc2)cc1	87	94	93	98	92	103	101	95
COc1c(N2CC3CCCNC3C2)c(F)cc2c(=O)c(C(=O)N/N=C(/C)c3ccccc3)cn(C3CC3)c12 (centres undefined)	104	110	99	113	98	106	115	105
OCC(O)C(O)C(O)C(O)C(O)CO (centres undefined)	/	100	119	98	96	104	97	104
C[C@H]1[C@H](OC(=O)CCC(=O)O)O[C@@H]2O[C@]3(C)CC[C@H]4[C@H](C)CC[C@@H]1[C@@]24OO3	31	38	71	51	75	36	/	47

Reformatted with bars between the fields: part of the list above.
Molecule | T-47D | BT-549 | SK-MEL-28 | UACC-257 | MALME-3M | UACC-62 | SK-MEL-2 | HS 578T
C=C1C(=O)O[C@H]2[C@H]1CC/C(COC(=O)CCCCCCCC(=O)OC/C1=C/CC[C@@]3(C)O[C@H]3[C@H]3OC(=O)C(=C)[C@@H]3CC1)=C\CC[C@@]1(C)O[C@@H]21 | -30* | 25 | 21 | 58 | -20* | -10* | 60 | 9.6*
O=c1cc(O)cc2n1CCC2 | 88 | 101 | 113 | 111 | 106 | 104 | 103 | 102
Cc1c(Cc2c(C)n(C)n(-c3ccccc3)c2=O)c(=O)n(-c2ccccc2)n1C | 107 | 110 | 112 | 80 | 110 | 95 | 103 | 103
CCCCCCCNc1nc(-c2ccc(C(F)(F)F)cc2)ncc1-c1ccc(C(F)(F)F)cc1 | 95 | 116 | 102 | 101 | 105 | 106 | 95 | 105
O=C(Nc1ccc(Cl)cc1)c1cccnc1Oc1ccc2c(c1)OCO2 | 82 | 92 | 109 | 100 | 110 | 85 | 100 | /
CC(C)CC(C)(C[N+](=O)[O-])C[N+](=O)[O-] | 117 | 114 | 106 | 101 | 108 | 100 | 116 | 107
COc1ccc2cc(-c3ccnc4c(N=Nc5ccc(Cl)cc5)c(N)nn34)ccc2c1 | 94 | 100 | 99 | 84 | 98 | 92 | 118 | 93
CC(=O)OC1CC2C3CCC4C[C@@H](NC(=O)C=C(C)C)CC[C@]4(C)C3CC[C@]2(C)[C@H]1C(C)N(C)C (some centres undefined) | -22* | 23 | -91* | -58* | -54* | -53* | 5.9* | 0.9*
Cc1ccc(N=NC(C#N)C#N)c(C)c1 | 97 | 91 | 101 | 108 | 105 | 100 | 99 | 106
CC(C)OCCc1cccc[n+]1[O-] | 115 | 101 | 110 | / | 101 | 106 | 104 | 104
O=C(Nc1ccc(CN2CCc3nc4cc(O)c(O)cc4cc32)cc1)c1ccc(Cl)c(Cl)c1 | 89 | 101 | 97 | 103 | 93 | 97 | 105 | 102
O=c1[nH]n(C(=S)N/N=C/c2ccccc2O)c(=O)c2ccccc12 | 90 | 91 | 103 | 98 | 89 | 93 | 96 | /
Cc1c(C(=O)Nc2nc3ccccc3s2)cnn1-c1ccccc1F | 50 | 69 | 81 | 99 | 86 | 62 | 101 | 95
CC(CC=C(c1ccccc1)c1ccccc1)C1CCC2C3CCC4CC5CCC4(C)C3(O5)C(=O)CC12C (centres undefined) | 96 | 107 | 112 | 98 | 92 | 108 | 99 | 114
COc1cc2cc3c(nc2cc1OC)CCN3Cc1ccc(NC(=O)c2ccc(Cl)c(Cl)c2)cc1 | 93 | 86 | 100 | 86 | 109 | 95 | 118 | 98
c1ccc(-c2ccc(-c3nc4ccccc4[nH]3)cc2)cc1 | 87 | 94 | 93 | 98 | 92 | 103 | 101 | 95
COc1c(N2CC3CCCNC3C2)c(F)cc2c(=O)c(C(=O)N/N=C(/C)c3ccccc3)cn(C3CC3)c12 (centres undefined) | 104 | 110 | 99 | 113 | 98 | 106 | 115 | 105
OCC(O)C(O)C(O)C(O)C(O)CO (centres undefined) | / | 100 | 119 | 98 | 96 | 104 | 97 | 104
C[C@H]1[C@H](OC(=O)CCC(=O)O)O[C@@H]2O[C@]3(C)CC[C@H]4[C@H](C)CC[C@@H]1[C@@]24OO3 | 31 | 38 | 71 | 51 | 75 | 36 | / | 47
